# Screening data: PubChem, Johns Hopkins Ion Channel Center
# Kir21 inh: inhibitors of mouse Kir2.1 inward-rectifier potassium channel; 310,000 tested, 0.85% active; HEK293-Kir2.1, FluxOR thallium flux fluorescence; hits give low values; B-score at 10 µM; AID 1672; P35561;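 active = fluorescence ratio B-score at or below minus 3 SD of library scores, with starting-brightness B-score within 2 SD, cut at about -4.2 in these data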;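 also: channel flux triggered by added potassium and thallium sulfate stimulus; B-score of peak minus minimum fluorescence over baseline after thallium stimulus; more negative B-score means stronger Kir2.1 block with less thallium influx; some compounds called inactive have numbers as strong as hits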
# Target sequence (P35561 whole entry, looked up): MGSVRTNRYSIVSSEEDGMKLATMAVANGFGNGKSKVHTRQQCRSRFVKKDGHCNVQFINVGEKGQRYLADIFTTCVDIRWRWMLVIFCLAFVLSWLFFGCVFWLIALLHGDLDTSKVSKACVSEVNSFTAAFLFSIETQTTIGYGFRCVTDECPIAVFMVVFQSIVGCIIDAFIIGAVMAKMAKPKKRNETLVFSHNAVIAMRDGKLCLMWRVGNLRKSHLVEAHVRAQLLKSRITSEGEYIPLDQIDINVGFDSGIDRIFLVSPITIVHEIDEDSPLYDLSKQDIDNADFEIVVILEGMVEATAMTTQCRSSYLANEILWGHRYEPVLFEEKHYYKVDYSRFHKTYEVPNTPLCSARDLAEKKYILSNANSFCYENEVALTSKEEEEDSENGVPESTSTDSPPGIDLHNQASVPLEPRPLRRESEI
# KCNQ2 block: KCNQ2 potassium channel inhibitors, primary screen, cell-based, CHO-K1, FluxOR thallium flux, B-score (AID 2156); O88943; 20 min; hits give low values; B-score at 10 µM; 310,000 tested, 1.1% active;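 active = fluorescence ratio B-score at most minus 3 library SDs, with starting brightness B-score within 2 library SDs, cut at about -5.5 in these data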
# Starred values were filed as active, the others as inactive; i = inactive; & = joins results of further samples.
# Preview, six compounds:
SMILES,Kir21 inh,KCNQ2 block
COC(=NC1CCCCC1)C(O)c1c[nH]c2ccccc12 (centres undefined),-0.36,i
CC1CCC(NC(=O)CNC(=S)N2CC3CC(C2)c2cccc(=O)n2C3)CC1 (centres undefined),-0.27,i
COc1ccc(NS(=O)(=O)c2ccc(OCC(=O)N3CCN(C)CC3)cc2)cc1Cl,0.66,i
CC(=Nc1ccccc1N)c1c(O)n(C)c(=O)n(C)c1=O,-0.02,i
CCC(=NCc1ccco1)c1c(O)n(Cc2ccccc2)c(=O)[nH]c1=O,1.17,i
O=C(Cc1ccccc1)N1CCN(Cc2cccc(Cl)c2)CC1,0.05,i

# Main list (from the top)
SMILES,Kir21 inh,KCNQ2 block
COC(=NC1CCCCC1)C(O)c1c[nH]c2ccccc12 (centres undefined),-0.36,i
CC1CCC(NC(=O)CNC(=S)N2CC3CC(C2)c2cccc(=O)n2C3)CC1 (centres undefined),-0.27,i
COc1ccc(NS(=O)(=O)c2ccc(OCC(=O)N3CCN(C)CC3)cc2)cc1Cl,0.66,i
CC(=Nc1ccccc1N)c1c(O)n(C)c(=O)n(C)c1=O,-0.02,i
CCC(=NCc1ccco1)c1c(O)n(Cc2ccccc2)c(=O)[nH]c1=O,1.17,i
O=C(Cc1ccccc1)N1CCN(Cc2cccc(Cl)c2)CC1,0.05,i
O=C(Nc1cccc(Br)c1)c1c(O)c2c(n(Cc3ccccc3)c1=O)CCCC2,1.26,i
N=c1sccn1Cc1ccccc1F,0.03,i
COc1ccc(C)cc1NC(=O)N1CCC2(CC1)OCCO2,0.03,i
C=CCC1(CN2CCCCCC2=O)C(=O)NC(=O)NC1=O,0.04,i
CC1(C)C2([N+](=O)[O-])CN3CN(C2)CC1([N+](=O)[O-])C3,-1.18,i
COc1ccc(NC(=O)c2cn(CCC#N)nc2-c2ccc([N+](=O)[O-])cc2)cc1,0.88,i
O=c1cccc2n1CC1CC2CN(Cc2c(Cl)cccc2Cl)C1 (centres undefined),-3.54,i
CC(C)c1ccc(NC(=O)CSc2nnc(OC(=O)N(C)C)n2C2CC2)cc1,0,i
CCOC(=O)Cn1cc(C(=O)c2ccccc2F)c2ccccc21,2.19,i
O=C(CCC(=O)N1C[C@H]2C[C@@H](C1)c1cccc(=O)n1C2)NCc1cccc(C(F)(F)F)c1,0.47,i
O=C(CCN1CCCCC1)Nc1ccc(Br)cc1C(=O)c1ccccc1,0.12,i
Cc1ccccc1CS(=O)(=O)Cc1ccc(C(=O)N2CCC3(CC2)OCCO3)o1,0.26,i
COc1cccc(C(=O)C2CCCN(Cc3cnn(C(C)C)c3)C2)c1 (centres undefined),-0.15,i
O=c1[nH]c(=S)n(-c2ccc(Cl)cc2)c(O)c1/C=N/N1CCOCC1,0.1,i
COc1ccc(C(O)CNC(C)C)c(F)c1OC (centres undefined),1.05,i
CC(C)c1ccc(N2C(=O)NC(=O)/C(=C\c3cnc(-c4ccccc4)nc3)C2=O)cc1,0.03,i
Cc1sc2ncnc(N3CCC(C(=O)Nc4ccc(C#N)c(Cl)c4)CC3)c2c1C,-0.06,i
O=C1NC(=S)NC(=O)C1=Cc1cccn1-c1ccc(O)cc1,1.86,i
CNC(=S)NC1CC2CCCC(C1)N2CC(C)C (centres undefined),-0.07,i
CC(Cc1ccccc1)NC(=O)CCCCC(=O)NC(C)Cc1ccccc1 (centres undefined),1.38,i
NC12CN3CN(CN(C3)C1)C2 (tested in a mixture with another compound),0.12,i
CN(C)C(=O)Oc1ccc2c(c1)O/C(=C\c1ccc(Cl)cc1)C2=O,0.91,i
O=C1NC(=O)N(CCNc2ncc(C(F)(F)F)cc2Cl)C(=O)C1Cc1ccc(Cl)cc1 (centres undefined),0.18,i
CCOC(=O)c1cc(CC)sc1/N=C/c1c(O)[nH]c(=S)[nH]c1=O,-0.41,i
CCN(CC)c1ccc(/C=C2\C(=O)NC(=S)N(c3ccc(OC)cc3OC)C2=O)o1,-6.95,i
COC(=O)N(c1ccc(OC)cc1)P1(=S)OCCC(C)O1 (centres undefined),-0.02,i
Cc1c(C=O)c2ccccc2n1Cc1ccccc1F,-1.04,i
CC(C)c1cccc(C(C)C)c1O,0.19,i
CCCCCCn1c(O)c(C(C)=NC)c(=O)[nH]c1=O,2.27,i
ClC1=CCC2CN(CCN3CCCCC3)CC2C1 (centres undefined),0.67,i
Cc1cccc(-n2c(O)c(C)c(=O)[nH]c2=S)c1,0.67,i
N#CC(C#N)=NNc1ccc(S(N)(=O)=O)cc1,0.76,i
CCOC(=O)c1cc2c(cn1)[nH]c1ccccc12,0.07,i
COc1ccc(NC(=O)c2cn(CCC#N)nc2-c2ccc(OC)c(OC)c2)cc1,-0.31,i

# In a second layout: 4 of the compounds above
Molecule	Kir21 inh	KCNQ2 block
CCN(CC)c1ccc(/C=C2\C(=O)NC(=S)N(c3ccc(OC)cc3OC)C2=O)o1	-6.95	i
COC(=O)N(c1ccc(OC)cc1)P1(=S)OCCC(C)O1 (centres undefined)	-0.02	i
Cc1c(C=O)c2ccccc2n1Cc1ccccc1F	-1.04	i
CC(C)c1cccc(C(C)C)c1O	0.19	i

# More structures follow.
SMILES,Kir21 inh,KCNQ2 block
C[C@@]1(CO)[C@H](O)CC[C@@]2(C)[C@H]1CC[C@H]1C[C@@H]3C[C@@]12CC[C@]3(O)CO,-0.3,i
O=Cc1cn(Cc2ccccc2[N+](=O)[O-])c2ccccc12,0.03,i
CCOC(=O)C1CCN(/C=C2/C(=O)NC(=O)N(c3cccc(C)c3C)C2=O)CC1,-0.06,i
CCOC(=O)C(O)(c1ccc(N(C)C(=O)c2ccc(Cl)c(Cl)c2)cc1)C(F)(F)F (centres undefined),-1.47,i
CCC1(C)CN(S(=O)(=O)OCC(Cl)(Cl)Cl)C(=O)N1 (centres undefined),-0.69,i
CC(=O)NC(Cc1ccc(N(CCCl)CCCl)cc1)C(=O)NC(C(=O)O)C(C)C (centres undefined),-2.2,i
CCC(COC(=O)c1cc(OC)c(OC)c(OC)c1)(c1ccccc1)N(C)C (centres undefined),0.04&-0.56,i
O=CNc1ccc(OP(=O)(Oc2ccccc2)Oc2ccccc2)cc1,-3.59,i
O=C(CCC(=O)N1CC2C[C@@H](C1)Cn1c2cccc1=O)NCCc1ccccc1F,0.49,i
O=P(O)(O)C12CC3CC(CC(C3)C1)C2,0.69,i
CCCn1ncc(C(=O)O)c1C,-0.01,i
Cc1c(C=C2C(=O)N(C)C(=O)N(C)C2=O)c(=O)n(-c2ccccc2)n1C,-0.96,i
CCOC(=O)[C@@]12C(=O)C(=O)N[C@]1(c1ccccc1)C1OCCCC12 (some centres undefined),2.08,i
CCOC(=O)c1c(N)n(Cc2ccccc2)c2nc3ccccc3nc12,1.35,i
O=C1NC(=O)N(c2ccc(Cl)cc2)C(=O)/C1=C/c1coc2ccc(O)cc2c1=O,-1.23,i
CN1CCN(Cc2c(F)cccc2Cl)CC1,-0.12,i
COc1ccccc1N1C(=O)NC(=O)/C(=C/c2ccc3c(c2)Cc2ccccc2-3)C1=O,0.11,i
O=C(Cn1ncc2ccsc2c1=O)N1CCC2(CC1)OCCO2,-0.46,i
CC1(O)C[C@]2(C)N(O)C3CCCC[C@@H]3N2O1 (some centres undefined),-0.69,i
O=[N+]([O-])c1ccc(NCCCN2CCOCC2)c2ncccc12,2.03,i
Cc1cc(NC(=O)C(Cl)(Cl)Cl)no1,-1.46,i
CCC12CN3CCN(CC(C3)/C1=N/NC(N)=O)C2,2.25,i
Cc1c(N)c(C)c([N+](=O)[O-])c(C)c1[N+](=O)[O-],-0.61,i
O=C1NC(=O)N(CCC2=CCCCC2)C(=O)/C1=C/c1cccs1,-1.08,i
CC(C)CN1CCN(Cc2ccc(F)cc2Cl)CC1CCO (centres undefined),-0.4,i
Cc1ccc(N(C)C(=O)Oc2ccc(C(=O)c3ccc(Cl)cc3)cc2)cc1,-1.06,i
N#CCCn1cc(C(=O)Nc2ccccc2Br)c(-c2ccc3c(c2)OCCO3)n1,-0.6,i
Clc1cccc(N2CCNCC2)c1,-0.29,i
O=C(CN1CC=C(c2ccccc2)CC1)Nc1c(Cl)cccc1Cl,-0.01,i
CC12CCC3C(CC=C4CC(O)CCC43C)C1C/C(=C\N1CCCC1)C2=O (centres undefined),-4.01,i
O=[N+]([O-])c1ccc2c(c1)C(c1ccccc1)=NCCN2,0.45,i
COC(=O)C1C2c3ccccc3OC1(C)N=c1s/c(=C/c3cn(C)nc3C)c(=O)n12 (centres undefined),-0.02,i
CCN1CCN(C(=O)COc2ccc(S(=O)(=O)NC(C)C)cc2)CC1,-0.98,i
CC(C)OP(=O)(OC(C)C)C(NCc1ccccc1)c1ccccc1 (centres undefined),-0.1,i
C=CCn1c(=O)c(C=Nc2c(OC)cccc2[N+](=O)[O-])c(O)n(CCCC)c1=O,0.02,i
CCn1c(O)c(/C=N/NC(=O)c2ccccc2)c(=O)n(CC)c1=S,-1.39,i
COC(=O)C1=COC(C)C2CN3CCC4(C(=O)Nc5ccccc54)C3CC12 (centres undefined),-3.14,i
COC(=O)C1=C(c2ccccc2)C[C@@H]2CC[C@H]1N2C(=O)NCc1ccc(C(F)(F)F)cc1,0.15,i
C=CCN1CCC2(C)c3cc(O)ccc3CC1C2C (centres undefined),1.38,i
COc1ccc(CNCCc2ccc3c(c2)OCO3)cc1Br,-11.5*,i
Cc1c(Cl)cccc1N1C(=O)NC(=O)/C(=C\c2cc(C)n(-c3cccc(C(=O)O)c3C)c2C)C1=O,0.17,i
N#CCCn1cc(C(=O)Nc2ccccc2Br)c(-c2ccc([N+](=O)[O-])cc2)n1,-0.9,i
CCOC(=O)C1(CCc2ccccc2)CCN(Cc2ccc(NC(C)=O)cc2)CC1,-0.49,i
O=P(O)(O)Cc1c(Cl)cccc1Cl,-1.15,i
COC(=O)N(c1ccccc1)P1(=S)OCCO1,-1.67,i
CN1CCN(C(=O)COc2ccc3ccccc3c2)CC1,0.85,i
CCCCn1c(O)c(C=NCCN2CCCCC2)c(=O)[nH]c1=O,0.04,i
O=C1NC(=O)N(c2ccccc2)C(=O)/C1=C/c1ccc([N+](=O)[O-])s1,-2.18,i
Cc1cc(C)n(-c2ccc(NN=C(C#N)C#N)cc2)n1,-1.2,i
COc1ccc(N2C(=O)/C(=C/C=C/c3ccccc3[N+](=O)[O-])C(=O)NC2=S)cc1,-3.24,i
CN(c1ccc(OCC(=O)N2CCN(C/C=C/c3ccccc3)CC2)cc1)S(=O)(=O)c1cccs1,-1.22,i
CCOC(C(=O)OCCCN(CC)CC)(c1ccccc1)c1ccccc1,-0.33,i
CN1CCN(c2ccccc2N)CC1,0.45,i
CC(=O)N1CC(=O)Nc2ccc(Br)cc2C1c1ccc(F)cc1 (centres undefined),0.59,i
CC(C)C1(C)N=C(c2ncccc2C(=O)O)NC1=O (centres undefined),0.51,i
COC(=O)CC(=O)c1ccc2c(c1)OCO2,0.6,i
Cc1ccc(N2C(=O)CC(=O)NC2=O)cc1Cl,1.26,i
COc1ccc(C2CN(C)CC2C(=O)c2ccc(C)cc2)cc1Cl (centres undefined),-3.95,i
COc1ccc(-n2c(O)c(/C=C3\C=Nc4ccc(Br)cc43)c(=O)[nH]c2=O)c(OC)c1,-0.48,i
Clc1ccccc1Nc1ncnc(-n2cccc2)n1,-0.07,i

# Some of the entries above in a different format.
O=P(O)(O)Cc1c(Cl)cccc1Cl
  Kir21 inh = -1.15
  KCNQ2 block = i

COC(=O)N(c1ccccc1)P1(=S)OCCO1
  Kir21 inh = -1.67
  KCNQ2 block = i

# New compounds follow:
SMILES,Kir21 inh,KCNQ2 block
O=C(Nc1ccc(Br)cc1)c1nn(C23CC4CC(CC(C4)C2)C3)cc1Br,-0.14,i
COP(=O)(OC)C1(O)C(=O)Nc2ccc(Br)cc21 (centres undefined),0.23,i
CCN1CCN(C(=O)Cc2coc3cc(C)cc(C)c23)CC1,-0.81,i
CN1CCC2(CC1)N=C(c1ccc(F)cc1)C(=S)N2,1.39,i
Cc1cccc(N2C(=O)/C(=C/c3ccc(N4CCN(C)CC4)o3)C(=O)NC2=S)c1C,-3.56,i
Cc1ccsc1C(=O)C1CCCN(Cc2cccc(OCCO)c2)C1 (centres undefined),-1.21,i
CCOC(=O)C1=Nc2ccccc2/C1=C\c1c(O)n(C)c(=O)n(C)c1=O,0.01,i
CC(=NCc1ccco1)c1c(O)n(C)c(=O)n(C)c1=O,0.83,i
O=C(Cn1cc(C(=O)c2ccccc2)c2ccccc21)NCc1ccco1,-1.14,i
Cc1cc(/C=C2\C(=O)NC(=O)N(c3ccc(F)cc3)C2=O)c(C)n1-c1cccc(C(=O)O)c1,1.07,i
O=C1NC(=S)NC(=O)C1=Cc1ccc2c(c1)CCN2CCCCl,-1.24,i
O=P(c1ccccc1)(c1nc2ccccc2s1)N1CCOCC1 (centres undefined),-0.01,i
CCN(CC)C(=O)c1ccc(NC(=O)c2ccc(-n3cncn3)c([N+](=O)[O-])c2)cc1,0.15,i
O=C(Cc1cccs1)N1CCC2(CC1)OCCO2,-1.33,i
CCCCN1C(=O)/C(=C/c2ccc(N(C)C)cc2)C(=O)N(Cc2ccco2)C1=O,-1.36,i
COc1ccc(NC(c2ccccc2)P(=O)(Oc2ccccc2)Oc2ccccc2)cc1 (centres undefined),-0.96,-6.98*
CN1CCN(c2cn[nH]c(=O)c2Cl)CC1,0.04,i
Cc1cc(C)cc(-n2c(C)cc(/C=C3\C(=O)NC(=O)N(C)C3=O)c2C)c1,0.01,i
c1ccc2c(c1)Nc1ccccc1S2,0.58,i
O=c1[nH]c(CN2CC=C(c3ccccc3)CC2)nc2scc(-c3ccccc3)c12,0.06,i
Cc1cc(C=O)c(C)n1C1CCCCC1,-0.08,i
CN1CCN(c2ccc([N+](=O)[O-])c3no[n+]([O-])c23)CC1,-6.62,i

# The list is partial; rates above refer to the full screens.
